SKN-1 block: blocks SKN-1 activity in C. elegans. C. elegans VP596 Pgst-4::GFP/RFP ratio, acrylamide-induced, 24 h. actives 0.49% (n = 360,000). inhibition, % at 21.8 µM;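 active = interference check ratio from 0.5 to 1.5 plus GFP to RFP signal ratio inhibition reaching or exceeding a fixed threshold, cut at about 30% in these data, passing the limit was not always enough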; note: some compounds called inactive have numbers as strong as hits
MT1-MMP act inh: MT1-MMP (human) activation inhibition; HT1080 RFP-PRO-GFP cells, GFP/RFP ratio fluorescence, overnight; percent of plate control window, DMSO zero; GFP/RFP ratio change, % at 20 µM; actives 0.061% (n = 360,000); AID 651647;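 active = GFP/RFP ratio change of at least 30% with cell ATP level not reduced by more than half and red fluorescence within 50% of control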; note: strong numbers were not always called active
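Assay system – RFP-PRO-GFP reporter HT1080 cells · Compound dosing – single dose of 20 µM compound, 1% DMSO final · Incubation – overnight compound exposure at 37 °C · Measure – GFP/RFP fluorescence ratio · Benchmarks – DMSO wells and RFP-L50D-GFP cells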
Neddylation inh: inhibitors of human cullin neddylation | P61081+Q13564 | TR-FRET cullin neddylation, biochemical | calls only at 25 µM | actives 0.58% (n = 360,000) | AID 651699; in the data active = inhibition above about 36%
Target sequence (P61081 whole entry, looked up): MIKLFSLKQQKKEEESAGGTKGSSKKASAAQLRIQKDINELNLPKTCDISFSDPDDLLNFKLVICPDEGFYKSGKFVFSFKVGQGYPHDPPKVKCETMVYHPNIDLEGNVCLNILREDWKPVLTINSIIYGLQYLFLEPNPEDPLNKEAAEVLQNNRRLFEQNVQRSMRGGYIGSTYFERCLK
Target sequence (Q13564 whole entry, looked up): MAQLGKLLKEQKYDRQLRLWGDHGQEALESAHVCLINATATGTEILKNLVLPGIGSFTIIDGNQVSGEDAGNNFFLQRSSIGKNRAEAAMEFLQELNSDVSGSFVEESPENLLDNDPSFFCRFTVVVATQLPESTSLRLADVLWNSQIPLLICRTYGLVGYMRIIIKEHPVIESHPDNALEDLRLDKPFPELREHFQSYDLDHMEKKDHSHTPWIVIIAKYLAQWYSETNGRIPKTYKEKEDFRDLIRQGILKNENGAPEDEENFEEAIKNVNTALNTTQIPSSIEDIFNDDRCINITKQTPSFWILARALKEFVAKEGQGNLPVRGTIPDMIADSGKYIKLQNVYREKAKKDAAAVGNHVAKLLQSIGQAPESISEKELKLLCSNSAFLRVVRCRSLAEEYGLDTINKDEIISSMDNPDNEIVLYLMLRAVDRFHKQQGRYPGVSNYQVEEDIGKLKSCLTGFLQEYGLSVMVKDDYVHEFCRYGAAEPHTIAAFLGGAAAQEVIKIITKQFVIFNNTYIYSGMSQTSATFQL
Rin1 Abl inh: human Rin1-Abl interaction inhibition | P00519+Q13671 | TR-FRET Rin1/Abl binding, biochemical | actives 0.4% (n = 360,000) | AID 588664 | inhibition, % at 7.35 µM; in the data active = inhibition above about 5%, passing the limit was not always enough
MsrA act: activators of bovine methionine sulfoxide reductase A; purified bovine MsrA, absorbance read-out; activation, % at 10.6 µM; actives 0.3% (n = 360,000); AID 602163; in the data active = activation above about 7.5%;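 note: 0% = vehicle and 100% = reference activator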
MsrA inhibitor: inhibits bovine methionine sulfoxide reductase A | purified bovine MsrA, absorbance read-out | inhibition, % at 15.5 µM | actives 0.75% (n = 360,000) | AID 651718; in the data active = inhibition above about 4.5%;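 note: 0% = vehicle wells with enzyme and 100% = reference inhibitor wells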
NRP1-CendR mod: NRP-1/CendR interaction modulation; O14786; FAM-RPARPAR peptide binding to NRP-1, fluorescence polarization; inhibition, % at 25 µM; actives 0.85% (n = 360,000); AID 602438;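 active = inhibition or corrected inhibition above about 18%, plus a signal ratio from 0.5 to 1.5, limit read from the data, passing the limit was not always enough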; note: strong numbers were not always called active
FAS TE block: FAS thioesterase (human) inhibition; recombinant FAS-TE, OMFH fluorogenic substrate, fluorescence endpoint; P49327; actives 0.67% (n = 360,000); inhibition, % at 15 µM;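 active = compounds whose normalised, plate-corrected inhibition of enzyme fluorescence in the single-dose primary screen is 50% or more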;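 note: 0% = DMSO with enzyme and 100% = substrate without enzyme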
E coli Lon inh: E. coli protease La inhibition; AID 602123; purified E. coli Lon protease, fluorescence polarization; inhibition, % at 7.94 µM; actives 0.42% (n = 360,000); in the data active = inhibition above about 13%, passing the limit was not always enough;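 note: 0% = enzyme with probe and DMSO and 100% = no enzyme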
An asterisk follows results filed as active; i = inactive; · = not tested or not shown; + = active, no number. This is a random part of the collection; about 4.2% have a hit in one of these screens.

SMILES	MT1-MMP act inh	FAS TE block	Rin1 Abl inh	MsrA act	MsrA inhibitor	E coli Lon inh	SKN-1 block	Neddylation inh	NRP1-CendR mod
CCOC(=O)C1(Cc2cccc(OC)c2)CCN(C(C)CC(C)(C)O)CC1 (centres undefined)	-8	-6	0	-2	-0.9	-1	1	i	10
O=c1[nH][nH]c(=O)n1-c1ccccc1	-3	-7	4	-1	0.0	-8	-2	i	4
O=C(CN1C(=O)NC2(CCc3ccccc32)C1=O)NCc1ccccc1Cl (centres undefined)	4	-2	1	-1	1.5	-2	-15	i	-6
O=C(O)CNC(=O)C(c1ccccc1)c1ccccc1	-2	-5	-2	-5	-0.7	-9	-7	i	-1
O=C1CNC(=O)c2c(nc3n2CCC3)N1	5	-7	-1	2	-0.7	1	1	i	3
Cc1nc2sc(C(c3ccc(Cl)cc3)N3CC(C)OC(C)C3)c(O)n2n1 (centres undefined)	-6	-11	2	-14	2.3	1	-24	i	12
CN(c1ccc(C(=O)O)cc1)S(=O)(=O)c1ccccc1	2	-5	1	0	0.3	12	2	i	3
O=C(Cc1cc(=O)[nH][nH]1)N/N=C/c1cccc2ccccc12	6	-28	-5	-4	1.8	-1	-12	i	-4
CC1CN(c2nc3ccccc3nc2C(C#N)C(=O)NCc2ccc3c(c2)OCO3)CC(C)O1 (centres undefined)	·	22	-2	-12	0.2	1	14	i	-4
C#CCOC(=O)c1cc(Cl)c(=O)n(Cc2ccc(Cl)cc2Cl)c1	1	30	-2	-4	-0.5	5	2	i	0
C/C(Cc1ccccc1)=N\NC(=O)CNC(=O)c1ccc(Cl)cc1Cl	1	3	-2	0	-0.2	3	11	i	-8
COc1ccc(OC)c(N(CC(=O)NN=C2CCN(C)CC2)S(=O)(=O)c2ccccc2)c1	3	-3	-3	-1	-0.3	3	-6	i	2
COc1ccc(Cc2nc3ccc(C(=O)NCCc4cccc(C)n4)cc3o2)cc1	-5	0	6	-6	1.1	6	-10	i	-4
COc1ccc(CCN2CC34C=CC(O3)C(C(=O)NCc3ccccc3)C4C2=O)cc1OC (centres undefined)	-2	1	0	5	2.2	0	-1	i	6
Cc1ccc(S(=O)(=O)/C(C#N)=C/c2c(N3CCC(C(N)=O)CC3)nc3c(C)cccn3c2=O)cc1	-2	46	-12	-3	0.6	-6	3	i	-15
N/C(=N\O)c1ccc(Oc2ccccc2Cl)c([N+](=O)[O-])c1	4	-11	1	-3	-0.8	-5	-16	i	-3
COc1ccc(-c2cc3ccc(O)cc3oc2=O)cc1OC	1	-13	-1	-4	2.7	-1	7	i	2
NC(=S)NN=C1CCCCCCCCC1	4	0	-5	0	0.0	-15	9	i	-15
Cc1cc(Cl)c(S(=O)(=O)Nc2ccccn2)cc1OCC(N)=O	1	-9	0	-6	0.9	-5	20	i	2
O=C(NCCCN1CCC(Cc2ccccc2)CC1)C1CC(=O)N(C2CCCC2)C1 (centres undefined)	0	-10	-2	-2	-0.4	-1	-14	i	4

Further records:
SMILES	MT1-MMP act inh	FAS TE block	Rin1 Abl inh	MsrA act	MsrA inhibitor	E coli Lon inh	SKN-1 block	Neddylation inh	NRP1-CendR mod
COCCNC(=O)C(OC(=O)c1cccs1)c1ccc(F)cc1 (centres undefined)	1	-5	-1	-3	-0.2	-4	-1	i	-2
CCOc1cccc(OCCCOc2cccc3cccnc23)c1	0	4	2	-3	0.5	-1	4	i	0
C=C(C)Cn1c2ccc(NC(=O)CCOCC)cc2c(=O)n1C	-2	-2	-4	-1	-0.3	-3	7	·	-2
OC(c1cc(Cl)cc(Cl)c1)c1ncc(-c2ccccc2C(F)(F)F)[nH]1 (centres undefined)	5	16	2	-3	2.7	-5	25	i	0
CCOC(=O)C1CCN(C(=O)c2cccc(Cl)c2)CC1	0	-3	1	0	-0.2	-5	12	i	-9
COCCCNC(=O)Cn1nnc(-c2ccc(NC(=O)c3ccccc3OC)cc2)n1	5	-7	4	-1	0.3	-13	-6	i	-3
COc1ccccc1-c1sc2ccccc2c1C#CC1(O)CCCCC1	4	25	1	-8	2.4	0	-2	i	14
Cc1ccc(N2CSC3=C(C#N)C(c4cccs4)CC(=O)N3C2)cc1 (centres undefined)	-1	0	-3	-6	0.7	-3	-7	i	-74
CN(c1cnn(-c2ccccc2)c(=O)c1Cl)n1cccc1	-2	-2	-1	-4	0.0	-9	-6	i	-2
COc1cc(SC)ccc1C(=O)NCCOc1ccc(F)cc1	-1	12	2	-2	2.1	-9	3	i	6
CC(C)(C)c1ccc(CN2N=C(/C=C/c3ccccc3)CCC2=O)cc1	-4	27	2	0	1.9	-8	-1	i	-2
COc1ccc(CN(C)C(=O)Cn2cnc(C(=O)Nc3ccc(C)c(C)c3)n2)cc1OC	3	-4	-2	-2	0.7	-5	2	i	-2
Cc1nc(Cl)sc1C(=O)Nc1ccccc1Cl	1	-3	0	-5	0.5	6	9	i	1
COc1ccc(NC(=O)COC(=O)C2CCN(S(=O)(=O)c3cccs3)CC2)cc1	3	0	-2	0	-0.1	4	22	i	4
C/C(=C\c1ccccc1)C(=O)Nc1nc2ccc([N+](=O)[O-])cc2s1	-4	-10	-2	-3	-0.1	4	4	i	-4
O=[N+]([O-])c1cccc(Cn2cnc3c(=S)nc[nH]c32)c1	4	-3	0	-1	0.3	-5	24	i	4
CCc1ccccc1NC(=O)CN(c1cccc(OC)c1)S(C)(=O)=O	-3	-3	3	-11	1.6	-2	-3	i	9
CC(C)(C)C(=O)Nc1ccc(-c2nnc3n2CCCCC3)cc1	1	-5	4	-7	0.2	3	-3	i	2
COc1ccc(C(=O)Nc2ccc3oc(-c4cccc(Cl)c4)cc(=O)c3c2O)cc1	0	32	3	0	0.3	-5	7	i	6
Cc1ccc(N=Nc2ccc(C)cc2NC(=O)Nc2ccccc2F)cc1	-2	9	-5	-3	1.2	-1	0	i	5

New compounds follow:
SMILES	MT1-MMP act inh	FAS TE block	Rin1 Abl inh	MsrA act	MsrA inhibitor	E coli Lon inh	SKN-1 block	Neddylation inh	NRP1-CendR mod
C=CCC[C@@H](Cc1ccc(F)cc1)C(=O)OC[C@H](Cc1c[nH]c2ccccc12)NC(=O)[C@@H](CC=C)CC(=O)NCCO	-4	40	2	-2	0.3	0	0	i	6
Nc1ccc(Oc2ccc3nc(-c4ccccc4)c(-c4ccccc4)nc3c2)cc1	·	·	3	-4	1.0	-1	·	·	·
Cc1nn(-c2ccccc2)c(C)c1/C=N/NC(=O)c1cnccn1	2	-5	-1	-3	0.9	5	-6	i	19
COc1ccccc1/C=C/C=N/NC(=O)c1ccc(=O)n(C)c1	2	-9	0	-12	8.1*	-4	-3	i	2
COc1ccccc1C(CC(=O)Nc1ccc(Cl)cc1)c1ccc(OC(C)C)cc1 (centres undefined)	-12	30	3	-1	-1.7	-1	8	i	2
C/C(=C(\C#N)C(=O)NCc1ccccc1)N(C)C	-2	-1	1	-2	-0.1	-3	-6	i	-11
CC(=O)C1(O)CCC2C3CCC4CC(O)CCC4(C)C3C(=O)CC21C (centres undefined)	-1	-4	1	-8	1.5	5	-4	i	3
Cc1ccc(NC(=O)c2cccnc2)cc1S(=O)(=O)N(C)C	0	-12	1	-10	-0.3	3	-15	i	6
Cc1cccc(C)c1NC(=O)C1(C)CN(S(C)(=O)=O)CC(=O)N1CCCN1CCOCC1 (centres undefined)	6	·	·	·	0.3	·	-2	i	-3
O=C(NNC(=S)Nc1ccc(Br)cc1Cl)c1ccncc1	-4	-10	-4	-1	2.3	11	11	i	-22
CCOC(=O)CCNC(=O)N1CCCC(C(=O)c2ccc3c(c2)OCO3)C1 (centres undefined)	1	-9	2	-6	-0.1	-5	0	i	-2
CCCCNC(=O)NNC(=O)COc1cccc(C)c1C	-3	-8	-1	3	0.5	-3	2	i	-8
Cc1ccccc1NC(=S)N(Cc1ccccc1)Cc1cccs1	-1	16	-2	-9	0.3	0	-5	i	0
CCOC(=O)C(CC(=O)O)N1CCCCC1 (centres undefined)	-6	-3	1	-3	-0.6	0	4	i	-1
CCCCN(C=O)c1c(CC)nc2c(OCC(=O)N3CCOCC3)cccn12	1	-9	-2	0	-0.1	9	-4	i	1
Cn1nc(C(=O)Nc2ccc(S(=O)(=O)N3CCCCC3)cc2)c2ccccc2c1=O	1	20	1	-3	3.2	-6	-2	i	2
COc1ccc(CCNC(=O)c2ccccc2N(C)S(=O)(=O)c2ccccc2)cc1	-3	-6	-3	-8	-0.8	-2	3	i	3
COC(=O)C1N[C@@H]([C@@H](NC(=O)COc2ccccc2)C(=O)NCc2ccccc2)SC1(C)C (some centres undefined)	-2	3	3	-1	-1.2	2	4	i	32*
O=S1(=O)CC(N2CCN(CCO)CC2)CN1Cc1cn(Cc2cccc(C(F)(F)F)c2)nn1 (centres undefined)	4	-8	·	0	-1.4	0	-10	i	5
COc1ccc(OC)c(-c2csc(N(CC3CCCO3)C(=O)C3CCCCC3)n2)c1 (centres undefined)	-9	15	4	-2	1.0	-5	13	i	10

Further compounds:
SMILES	MT1-MMP act inh	FAS TE block	Rin1 Abl inh	MsrA act	MsrA inhibitor	E coli Lon inh	SKN-1 block	Neddylation inh	NRP1-CendR mod
C=CCC1(CC=C)CCCN1C(=O)CC1C(=O)NCCN1Cc1ccc(OC)c(OC)c1 (centres undefined)	-4	-8	-1	-1	1.9	-7	10	i	1
CNS(=O)(=O)c1cc(NC(=O)c2cncn2-c2ccccc2)ccc1C	3	-4	3	-1	0.0	-3	6	i	-3
O=C(NCc1nc2ccccc2[nH]1)C1=C[C@@H](c2ccc(C(F)(F)F)cc2)C[C@@H](OCc2ccc(CO)cc2)O1	6	5	-1	-2	0.8	-3	1	i	9
CCN(CC)CCCNC(=S)N1CCC(c2nc3ccccc3[nH]2)CC1	0	-2	4	-5	0.1	4	13	i	-2
CCCn1c(SCC(=O)N2N=C3/C(=C/c4ccc(OC)cc4)CCCC3C2c2ccc(OC)cc2)n[nH]c1=O (centres undefined)	-8	12	-3	-3	1.3	4	13	+	-7
COc1ccc(CCC(=O)OCC(=O)N(CC(C)C)c2c(N)n(Cc3ccccc3)c(=O)[nH]c2=O)cc1	-2	-5	1	-2	1.0	-13	-8	i	14
CCCc1cc(=O)oc2cc(C)cc(OCC(=O)N3C[C@H]4C[C@@H](C3)c3cccc(=O)n3C4)c12	3	1	0	-1	1.9	-5	6	·	-7
COc1ccc(CC(N)c2csc(NC(=O)NCCc3ccc(OC)c(OC)c3)n2)cc1 (centres undefined)	-5	-7	-1	0	-0.9	8	14	i	-12
O=C(Nc1cc(-c2nc3ncccc3o2)ccc1Cl)c1ccc2c(c1)OCO2	-4	-4	-2	6	-1.3	-2	0	i	1
CC(NC(=O)c1ccc(NC(=O)c2ccco2)cc1)c1ccccc1 (centres undefined)	1	-2	-3	0	-0.6	-5	17	i	-6
COc1cccc(C2CC(c3c(Cl)cccc3Cl)n3nc(N)nc3N2)c1 (centres undefined)	-2	0	0	1	0.0	2	-5	i	-3
CCOC(=O)C1CCCN(CC(O)COc2ccc(OC)cc2C(C)(C)C)C1 (centres undefined)	-2	-1	3	-3	0.2	3	-18	i	6
CC1(C)CC(=O)C=C(c2ccc(F)cc2OCc2ccccc2)C1	2	40	0	3	-0.2	0	-9	i	-5
COc1cc(/C=N/NC(=O)Cn2cnc3c2c(=O)n(C)c(=O)n3C)cc(OC)c1OC	5	-2	-2	-2	0.3	-2	7	i	15

Reprinted at random: two records from the list.
SMILES	MT1-MMP act inh	FAS TE block	Rin1 Abl inh	MsrA act	MsrA inhibitor	E coli Lon inh	SKN-1 block	Neddylation inh	NRP1-CendR mod
COc1cccc(C2CC(c3c(Cl)cccc3Cl)n3nc(N)nc3N2)c1 (centres undefined)	-2	0	0	1	0.0	2	-5	i	-3
CC(NC(=O)c1ccc(NC(=O)c2ccco2)cc1)c1ccccc1 (centres undefined)	1	-2	-3	0	-0.6	-5	17	i	-6

From PubChem BioAssay
